Assay outcomes as filed in PubChem BioAssay.
HIV RNase H inh – inhibitors of HIV-1 reverse transcriptase RNase H | RT-RNase H RNA/DNA duplex cleavage, fluorescence | hit rate 1.9% among 65,000 | P04585 | inhibition, % at 10 µM; in the data active = inhibition above about 50%
RmlCD inh mix – RmlC/RmlD inhibition, mixture screen. RmlC/RmlD coupled enzyme inhibition, 384-well mixture HTS. inhibition, % at 5.5 µM. hit rate 0.39% among 110,000. AID 1532; in the data active = inhibition above about 30%, passing the limit was not always enough; also: strong numbers were not always called active
Starred values were filed as active, the others as inactive; / = no result given. Some of the compounds tested (hit frequency here may not be typical).

1. CCc1ccccc1S(=O)(=O)Cc1ccc(C(=O)NCC2CCCO2)o1 (stereo unspecified)
2. O=C(NCC1CCCO1)c1cccnc1Nc1ccccc1F (stereo unspecified)
3. O=C(CN1CCN(C2CCCCC2)CC1)c1ccc2cc[nH]c2c1
4. CSc1nnc(Cn2c(=O)sc3ccccc32)n1-c1ccccc1C
5. CCCCNCCCCOc1ccccc1
6. CC1CCN(C(=O)C2Cc3ccccc3CN2S(=O)(=O)c2ccc(F)cc2)CC1 (stereo unspecified)

Assay by compound	1	2	3	4	5	6
HIV RNase H inh	-6.0	4.9	-2.7	-7.2	/	2.1
RmlCD inh mix	-6.1	-11.3	/	-12.9	-12.3	5.8

7. COc1ccc(C(=O)N2CCC(N3CCN(c4ccccc4)CC3)CC2)cc1
8. Cc1nc(-c2ccccc2)sc1C1(C)CC(c2ccc([N+](=O)[O-])cc2)=NO1 (stereo unspecified)
9. C(=C\c1ccccc1)/C=N/Nc1nc(N2CCOCC2)nc(N2CCOCC2)n1
10. Cc1ccc(C)c(CSc2nc(-c3ccco3)nc3c2c(=O)n(C)c(=O)n3C)c1
11. Cc1ccc(C2=Nc3ccccc3NC(C)(c3ccc(C)o3)C2)o1 (stereo unspecified)
12. O=C(NNC(=S)Nc1ccccc1)c1cccc(Br)c1

Assay by compound	7	8	9	10	11	12
HIV RNase H inh	/	/	/	/	-5.5	/
RmlCD inh mix	-23.5	-8.6	-3.7	4.1	10.1	-26.6

For convenience, part of the list above.
10. Cc1ccc(C)c(CSc2nc(-c3ccco3)nc3c2c(=O)n(C)c(=O)n3C)c1
11. Cc1ccc(C2=Nc3ccccc3NC(C)(c3ccc(C)o3)C2)o1 (stereo unspecified)
12. O=C(NNC(=S)Nc1ccccc1)c1cccc(Br)c1

Assay by compound	10	11	12
HIV RNase H inh	/	-5.5	/
RmlCD inh mix	4.1	10.1	-26.6

Continuation.
13. COc1nn(CC(=O)N2N=C(C)CC2(O)C(F)F)cc1[N+](=O)[O-] (stereo unspecified)
14. COc1ccc(NC(=O)CN(C)S(=O)(=O)c2ccccc2)c([N+](=O)[O-])c1
15. CCSc1oc(-c2ccco2)nc1S(=O)(=O)c1ccc(F)cc1
16. OCCN1CCN(c2nc(-c3ccccc3)c3cc(Cl)ccc3n2)CC1
17. CNC(=O)CN(c1ccc(F)cc1)S(=O)(=O)c1cc(C)ccc1OC
18. CCN(c1ccccc1)S(=O)(=O)c1cnc[nH]1

Assay by compound	13	14	15	16	17	18
HIV RNase H inh	/	/	-70.2	-25.8	/	-26.6
RmlCD inh mix	-12.3	-47.3	9.3	7.7	3.2	-1.0

19. Cc1cc(NC(=O)c2cccc(S(=O)(=O)N3CCOCC3)c2)no1
20. CC1(C(=O)O)CCC(C(=O)N2CCOCC2)C1(C)C (stereo unspecified)
21. O=C(c1coc(=O)c(Br)c1)N1CCCc2ccccc21
22. Cc1cccc(NC(=O)c2onc3c2CCCC3)c1C
23. Cc1n[nH]c(=S)n1/N=C/c1ccccc1OCc1ccc(Cl)cc1
24. CS(=O)(=O)N(CC(=O)Nc1ccc(F)cc1F)c1cccc([N+](=O)[O-])c1

Assay by compound	19	20	21	22	23	24
HIV RNase H inh	/	-3.0	2.4	/	/	/
RmlCD inh mix	-10.2	-0.5	29.7	-13.9	5.2	5.2

25. CC(C)N(Cc1nc(-c2ccccc2)no1)C(=O)c1ccc2c(c1)OCO2
26. CCc1nnc(NC(=O)CSc2nnc(-c3ccoc3C)n2-c2ccccc2)s1
27. CC(=O)N1CCN(c2ccc(NCc3ccc(C)cc3)cc2)CC1
28. CCOC(=O)N1CCN(C(=O)c2ccc3nc(SCc4ccc(F)cc4)n(C)c3c2)CC1
29. O=C(Cn1nc(-c2ccccc2)c2ccccc2c1=O)NCC1CCCO1 (stereo unspecified)
30. COc1ccc2nc(NC(=O)CSc3nccc(C)n3)sc2c1

Assay by compound	25	26	27	28	29	30
HIV RNase H inh	-8.6	-6.0	0.4	-3.0	1.3	/
RmlCD inh mix	11.9	-7.3	-8.1	/	19.3	-3.8

31. CCn1cc(C(=O)NC2CCc3ccccc32)c(=O)c2ccc(C)nc21 (stereo unspecified)
32. Cc1cc(Nc2ccc(F)cc2Cl)n2ncnc2n1
33. CCOC(=O)c1cnc(SCc2nc(N)nc(Nc3ccc(C)cc3)n2)nc1N
34. CCOC(=O)c1cc2sccc2n1CC(=O)N1CCc2ccccc21
35. CCCc1cc(=O)n2[nH]c(SCc3ccccc3)nc2n1
36. Cc1cc(C(=O)COC(=O)c2cccs2)c(C)n1-c1c(C)n(C)n(-c2ccccc2)c1=O

Assay by compound	31	32	33	34	35	36
HIV RNase H inh	9.0	-4.9	-20.7	-12.2	2.4	-8.7
RmlCD inh mix	-7.4	7.2	-74.0	-15.0	10.2	12.0

37. C=CCN(C(=O)c1cccc(S(=O)(=O)N2CCN(C)CC2)c1)c1nc(-c2ccccc2)cs1
38. COc1ccc2oc(=O)c(C(=O)N3CCN(C45CC6CC(CC(C6)C4)C5)CC3)cc2c1
39. O=C(Nc1ccccc1)c1ccc(NCc2cccnc2)c(S(=O)(=O)N2CCOCC2)c1
40. COc1cc(-c2cc(=O)c3c(O)c(OC)c(OC)c(O)c3o2)ccc1O
41. CCCCSC1=NN1c1nc(N)nc(C)c1CC
42. Cc1ccc(C)c(Cn2cnc3c(cnn3C(C)(C)C)c2=O)c1

Assay by compound	37	38	39	40	41	42
HIV RNase H inh	/	-1.0	0.4	/	/	-13.9
RmlCD inh mix	-0.5	/	12.1	-3.9	-9.2	-4.5

43. Nc1nnc(SCc2ccc3c(c2)OCO3)s1
44. CCOc1ccc(NC(=O)c2oc3ccccc3c2NC(=O)CC)cc1
45. CC(O)c1nc2ccc(Cc3ccc4nc(C(C)O)[nH]c4c3)cc2[nH]1 (stereo unspecified)
46. CC(C)(C)c1ccc(CN2N=Nc3ccccc3S2(=O)=O)cc1
47. COCCOC(=O)c1[nH]c2c(c1C)C(=O)CC(c1ccc(N(C)C)cc1)C2 (stereo unspecified)
48. Cc1cc(NC(=O)COC(=O)COc2ccc3c(c2)CCC3)no1

Assay by compound	43	44	45	46	47	48
HIV RNase H inh	-8.3	13.8	-12.9	/	3.4	-14.8
RmlCD inh mix	-0.2	/	-0.6	-13.5	-17.1	6.3

49. CCOC(=O)C1CCCN(S(=O)(=O)c2ccc(F)c(C(=O)Nc3ccc(F)c(F)c3)c2)C1 (stereo unspecified)
50. Nc1nc(-c2ccccc2)nc(-c2ccccc2O)n1
51. COC(=O)C(CCSC)NC(=O)C(NC(=O)C1CCC(C)CC1)C(C)C (stereo unspecified)
52. Cc1ccc(S(=O)(=O)N(CC(=O)NCc2ccco2)C2CCCCC2)cc1
53. Cc1nc2cc(-c3cccc(F)c3)nn2c(C)c1CCC(=O)N1CCN(c2ccccn2)CC1
54. CC(=O)NC1CCC(C(=O)O)(c2ccccc2)C1 (stereo unspecified)

Assay by compound	49	50	51	52	53	54
HIV RNase H inh	/	-14.6	-21.2	/	-9.8	0.6
RmlCD inh mix	-8.4	-3.9	1.7	-9.5	7.1	-6.1

55. O=c1oc(-c2ccco2)nc2c1cnn2-c1ccccc1
56. O=C(CSc1nc(N2CCCCC2)nc(N2CCCCC2)n1)N1CCc2ccccc21
57. CC(C)OCC(O)CN1CCN(CC(O)COc2ccc3c(c2)OCO3)CC1 (stereo unspecified)
58. CSc1nncc(/C(C)=N\Nc2ccccc2)n1
59. C=CCn1c(C)cc(C(=O)CSc2n[nH]c(N)n2)c1C
60. COc1cc(OC)cc(-n2nnnc2SCC(=O)Nc2nc3c(s2)CCCC3)c1

Assay by compound	55	56	57	58	59	60
HIV RNase H inh	-11.5	-6.2	-11.9	/	/	/
RmlCD inh mix	-2.6	-7.8	3.0	-0.5	-8.0	-6.4

61. Cc1ccc(NC(=O)c2ccc(-c3nn(C)c(=O)c4ccccc34)cc2)cc1
62. CCCNC(=O)c1ccc2c(c1)ncn2-c1ccccc1OC
63. Cc1nnc(SCC(=O)NC2CC2)n1CCc1ccccc1
64. COc1ccccc1OCC(O)CO (stereo unspecified)
65. O=C(COC(=O)C1CCC1)Nc1ccc(Oc2ccccc2)cc1
66. CC1(C)CC(=O)C2=C(C1)Nc1cc3c(cc1C2c1ccc2c(c1)OCO2)OCO3 (stereo unspecified)

Assay by compound	61	62	63	64	65	66
HIV RNase H inh	/	-20.5	-3.5	/	/	/
RmlCD inh mix	-13.8	-11.7	-17.3	7.1	6.4	-24.4

67. CC1(C)C2([N+](=O)[O-])CN3CC1([N+](=O)[O-])CN(C2)C31CCCC1
68. O=c1[nH]c2ccc(S(=O)(=O)Nc3ccc(-c4nnc5n4CCCCC5)cc3)cc2o1
69. O=C(Cc1ccccc1)NC1CCN(C(=O)NCc2ccccc2)CC1
70. CCOC(=O)c1c(-c2cccc(C)c2)csc1NC(=O)c1c(-c2ccccc2)noc1C
71. COc1cccc(C(=O)Nc2nc(C)cs2)c1
72. O=C(Nc1ccc2c(c1)ncn2-c1ccccc1)c1ccco1

Assay by compound	67	68	69	70	71	72
HIV RNase H inh	/	-0.7	/	/	/	24.6
RmlCD inh mix	10.6	-180.1	-13.2	-20.0	6.7	3.7

73. CCOc1ccc(C(=O)OCC(=O)NCc2ccco2)cc1OCC
74. COc1ccc(S(=O)(=O)N2CCN(c3cccc(C)c3C)CC2)cc1
75. CC1=NN(Cc2ccccc2)C(=O)/C1=C/c1ccc(N(C)C)cc1
76. CCCn1cc(C(CC(=O)O)C(=O)O)c2ccccc21 (stereo unspecified)
77. CC(C)c1ccccc1NC(=O)c1cccc(NC(=O)c2ccccc2)c1
78. C=CCN1C(=NC(=O)CCCC(=O)O)SC2CS(=O)(=O)CC21 (stereo unspecified)

Assay by compound	73	74	75	76	77	78
HIV RNase H inh	5.0	-4.0	/	-0.7	/	-8.2
RmlCD inh mix	6.9	-7.7	-6.5	2.9	5.5	-7.3

79. COC(=O)C1=C(C)NC(C)=C(C(=O)O[C@@H]2CCCN(Cc3ccccc3)C2)[C@@H]1c1cccc([N+](=O)[O-])c1
80. CCN1CCN(C(=O)c2cc3c(=O)n4ccccc4nc3n2Cc2ccccc2)CC1
81. Cc1ccnc2nc(C(=O)NC3=NCCS3)nn12
82. CCCC(=O)NC1=C(C#N)C2(CCCCC2)Cc2ccccc21
83. CC1CCCC(C(=O)O)N1C(=O)CCSC(=O)c1ccccc1 (stereo unspecified)
84. O=C(NC1CCS(=O)(=O)C1)OC1CCCCC1 (stereo unspecified)

Assay by compound	79	80	81	82	83	84
HIV RNase H inh	/	1.4	-3.2	/	1.9	2.6
RmlCD inh mix	-13.9	/	6.0	13.9	-14.9	-5.0

Structural class, the entries above containing a Cl atom
16. OCCN1CCN(c2nc(-c3ccccc3)c3cc(Cl)ccc3n2)CC1
23. Cc1n[nH]c(=S)n1/N=C/c1ccccc1OCc1ccc(Cl)cc1
32. Cc1cc(Nc2ccc(F)cc2Cl)n2ncnc2n1

Assay by compound	16	23	32
HIV RNase H inh	-25.8	/	-4.9
RmlCD inh mix	7.7	5.2	7.2

Following part.
85. Cc1ccc(/C(O)=C2\C(=O)C(=O)N(CCCN(C)C)C2c2ccccn2)cc1 (stereo unspecified)
86. c1cc(-c2cc3cc(N4CCOCC4)ccc3o2)cs1
87. O=C(Cc1ccccc1)N[C@@H](Cc1ccccc1)C(=O)O
88. O=C(NNc1cccc(Cl)n1)Nc1ccccc1
89. COc1ccccc1C1/C(=C(/O)c2ccc(C)cc2)C(=O)C(=O)N1CC(C)O (stereo unspecified)
90. Cc1ccc(N2C(=O)c3ccc(C(=O)O)cc3C2=O)cc1C

Assay by compound	85	86	87	88	89	90
HIV RNase H inh	-3.5	/	/	/	1.3	/
RmlCD inh mix	/	-15.7	3.3	-20.1	/	7.2

Part of the list above, set out differently.
87	O=C(Cc1ccccc1)N[C@@H](Cc1ccccc1)C(=O)O
  HIV RNase H inh: /	RmlCD inh mix: 3.3
88	O=C(NNc1cccc(Cl)n1)Nc1ccccc1
  HIV RNase H inh: /	RmlCD inh mix: -20.1

New compounds follow.
91. O=C(Cn1cnc2ccc(Cl)cc2c1=O)c1cccs1
92. O=C(c1ccco1)N1CCN(Cc2nc3ccccc3c(=O)n2-c2ccc(F)cc2)CC1
93. Cc1nn(C)cc1/C=N/n1nnnc1N
94. CC(=O)Nc1ccc(C2NC(=O)c3ccccc3O2)cc1 (stereo unspecified)
95. COc1cccc(C(=O)Nc2ccc(Cl)c(C(F)(F)F)c2)c1
96. CC1=C(C(N)=O)C(c2cccnc2)n2nc(-c3cccc(C)c3)nc2N1 (stereo unspecified)

Assay by compound	91	92	93	94	95	96
HIV RNase H inh	/	/	-5.0	-15.9	/	-8.0
RmlCD inh mix	2.3	3.2	85.0	-17.4	-63.1	9.8

97. O=C(CCCN1C(=O)c2ccccc2C1=O)Nc1nncs1
98. Cc1cn(C(=O)c2ccccc2)c(=S)n1-c1ccc(Cl)cc1
99. COc1ccc(C)cc1-n1nnnc1SCc1nc2ccccc2s1
100. O=C1c2oc3ccccc3c(=O)c2C(c2cccs2)N1CCCN1CCOCC1 (stereo unspecified)

Assay by compound	97	98	99	100
HIV RNase H inh	5.0	/	-71.7	-1.4
RmlCD inh mix	-20.8	-25.9	/	8.5
